NOD1 NF-kB reporter: inhibition of NOD1-driven NF-kB reporter – cell-based, luminescence, uHTS, primary screen (AID 1578); actives 1% (n = 290,000); inhibition, % at 4 µM; hits with a dose series show EC50 in µM; NOD1-driven NF-kB luciferase reporter cells, luminescence; higher % means a stronger effect; in the data active means inhibition mostly above about 36%, no sharp cut-off; inactive means mostly below about 34%;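 further: HEK-293T reporter cells stimulated with the NOD1 agonist gamma-tri-DAP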
HIV peptide binding: cell-free HIV fusion peptide-binding blockers – biochemical, uHTS, fluorescence dequenching, primary screen (AID 1986); cell-free peptide binding, fluorescence dequenching, 30 min; higher % means a stronger effect; inhibition, % at 20 µM, or IC50 in µM where a hit was titrated; actives 0.3% (n = 290,000); in the data active means inhibition mostly above about 52%, no sharp cut-off; inactive means mostly below about 76%; further: some results filed as inactive read as strong as hits
GPR55 beta-arrestin: selective activators of receptor GPR55 – imaging, U2OS cells, beta-arrestin-GFP redistribution, primary screen (AID 1961); U2OS GPR55 beta-arrestin-GFP redistribution imaging; higher % means a stronger effect; actives 0.048% (n = 290,000); activation, % at 10 µM, or EC50 in µM where a hit was titrated;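 active means activation above 40% with more than 50 cells counted in the well; inconclusive means wells holding fewer than 50 cells, flagged as toxic or sparse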;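 further: U2OS osteosarcoma cells stably expressing GPR55 and beta-arrestin-GFP; plate controls were DMSO negative control for no effect and LPI positive control for full effect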
GPR55 antagonists: GPR55 antagonists blocking LPI-driven arrestin recruitment, primary screen, imaging, U2OS, beta-arrestin-GFP, LPI agonist (AID 2013); inhibition, % at 10 µM, or IC50 in µM where a hit was titrated; actives 0.13% (n = 290,000); U2OS GPR55 beta-arrestin-GFP translocation imaging, LPI antagonism; higher % means a stronger effect;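 active means spots per cell inhibited over 60%, with over 100 cells counted and total cytoplasm intensity under 500,000; inconclusive means wells with under 100 cells, flagged as likely toxic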;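 further: U2OS cells stably carrying GPR55 and arrestin-GFP stimulated by 5 µM LPI near EC80; imaged beta-arrestin-GFP aggregate spots per cell after agonist stimulation; plate controls were LPI-stimulated DMSO wells for no effect and DMSO wells without LPI for full effect; some results filed as inactive read as strong as hits; confirmed hits need IC50 under 10 µM and bright autofluorescent wells are also inconclusive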
KOR beta-arrestin-1: KOR agonists, beta-arrestin recruitment, primary screen, cell-based, luminescence, uHTS (AID 1777); KOR beta-arrestin recruitment, luminescence; higher % means a stronger effect; actives 0.02% (n = 280,000); one-dose activation, % at 10 µM; EC50 in µM for titrated hits; in the data active means activation above about 50%, passing the limit was not always enough; further: a part of the inactive calls stands beside numbers as strong as those of hits
GPR35 arrestin U2OS: inhibition of zaprinast-stimulated GPR35 beta-arrestin translocation – imaging, U2OS, beta-arrestin-GFP, zaprinast agonist, primary screen (AID 2058). U2OS GPR35 beta-arrestin-GFP translocation imaging, zaprinast antagonism; higher % means a stronger effect. inhibition, % at 10 µM, or IC50 in µM where a hit was titrated. actives 0.052% (n = 290,000);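 active means inhibition of at least 50% with at least 30 cells and total cytoplasm GFP at most 10,000,000; inconclusive means under 30 cells or total GFP of 10,000,000 plus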
KOR beta-arrestin-2: KOR antagonists, beta-arrestin recruitment, cell-based, luminescence, uHTS (AID 1778) | actives 0.091% (n = 290,000) | KOR beta-arrestin recruitment, luminescence, antagonist mode; higher % means a stronger effect | one-dose inhibition, % at 10 µM; IC50 in µM for titrated hits; in the data active means inhibition above about 50%; further: strong numbers were not always called active
AID2073: inhibitors of Mint1-CaV2.2 protein interaction, biochemical, HTRF (AID 2073). HTRF protein-protein interaction, Mint1-CaV2.2; higher % means a stronger effect. inhibition, % at 20 µM; hits with a dose series show IC50 in µM. actives 0.19% (n = 290,000); in the data active means inhibition mostly above about 51%, no sharp cut-off; inconclusive means no clear call, values can overlap the other calls; inactive means mostly below about 53%; further: some results filed as inactive read as strong as hits
SIAH1 antagonists: Siah-1 peptide-binding antagonists, primary screen, biochemical, fluorescence polarization, rhodamine-plectin, uHTS (AID 1817); Siah-1 / rhodamine-plectin peptide fluorescence polarization; higher % means a stronger effect; displacement, % at 20 µM, or IC50 in µM where a hit was titrated; actives 0.02% (n = 290,000);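 active means displacement of at least 50% at 20 µM, with a fluorescence ratio check between 0.3 and a set limit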;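 further: plate controls were Siah plus tracer with DMSO for no effect and tracer alone without Siah for full effect; strong numbers were not always called active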
Numbers without * were called inactive; ? = inconclusive; . = not tested or not shown; [ ] = remark or other dose. Not all compounds are listed (hit frequency here may not be typical).

SMILES	NOD1 NF-kB reporter	HIV peptide binding	GPR55 beta-arrestin	GPR55 antagonists	KOR beta-arrestin-1	GPR35 arrestin U2OS	KOR beta-arrestin-2	AID2073	SIAH1 antagonists
CCOC(=O)N1CCC(NC(=O)C2CCN(S(=O)(=O)c3cccc4cccnc34)CC2)CC1	8%	-0.5%	-0.1%	0%	5.6%	-1%	-10%	-5%	-2%
CC1(C)CC(C(=O)NCCC(c2ccccc2)c2ccco2)CCO1 (configuration not stated)	-24%	5.1%	0.2%	-3%	-2.3%	-8%	13%	9%	2%
N#Cc1nc(-c2ccc(OCc3ccccc3)cc2)oc1N1CCC(C(N)=O)CC1	-21%	-1.7%	0.5%	12%	3.9%	24%	-21%	9%	-2%
CCn1cc(C(=O)N2CCc3ccccc32)c(=O)c2cc(S(=O)(=O)N3CCCCCC3)ccc21	-21%	-0.8%	-0.1%	13%	-1.2%	-5%	-24%	4%	-2%
Cc1nc2ccc(-c3nc4ccccc4[nH]3)cc2[nH]1	-18%	-0.5%	0.2%	8%	.	3%	-31%[20 µM]	0%	-6%
CCCC(=O)NC(Nc1ccc(S(=O)(=O)Nc2ncccn2)cc1)(C(=O)OCC)C(F)(F)F (configuration not stated)	0%	-1.3%	0.7%	32%	-0.2%	-3%	8%	0%	6%
CCc1ccccc1NS(=O)(=O)c1ccc(SC)cc1	-6%	-1.5%	-0.1%	15%	-1.7%	8%	-14%	0%	0%
CCOc1cc(C(=O)OC(C)C(=O)Nc2ncc(Cl)cc2Cl)ccc1OCC(=O)N1CCOCC1 (configuration not stated)	-28%	-2.2%	-0.4%	4%	-0.9%	3%	22%	?	4%
c1ccc(C2CCC(N3CCN(c4ccccc4)CC3)CC2)cc1 (configuration not stated)	-10%	-0.2%	0.2%	21%	-0.8%	10%	-1%[20 µM]	12%	-5%
CN(CCOC(=O)/C=C/c1ccco1)Cc1ccccc1	-14%	16%	-0.2%	4%	0.0%	16%	15%	29µM*	11%
Cc1nc2nc(C)c(NS(=O)(=O)c3ccc(Cl)cc3)c(=O)n2[nH]1	-1%	1.8%	-0.2%	2%	0.6%	0%	-25%	2%	-1%
Cc1nc(-c2ccccc2)sc1C1(C)CC(c2ccc(C#N)cc2)=NO1 (configuration not stated)	0%	-1.5%	0.7%	13%	-3.5%	2%	22%	3%	2%
Cc1ccc(S(=O)(=O)N2CCN(c3nc(C)nc4sc(C)c(C)c34)CC2)cc1	-2%	-0.5%	0.5%	-4%	-0.2%	-1%	7%	2%	-5%
C=CCNc1nc(Cl)nc(Nc2ccc(OC)cc2OC)n1	-26%	1.2%	0.0%	10%	.	-11%	-33%[20 µM]	6%	0%
CCOC(=O)N1N=C(c2ccc(OC)cc2)CC1(O)C(F)(F)F (configuration not stated)	-30%	-0.5%	-0.1%	2%	-1.5%	4%	-20%	-14%	2%
CCCOc1ccc(NC(=O)CC2C(=O)N(c3ccc(OCC)cc3)C(=S)N2C2CC2)cc1 (configuration not stated)	-3%	-1.1%	-0.2%	-9%	4.4%	0%	-17%	-13%	-3%
O=C(Nc1ccc(-c2nc3cccnc3s2)cc1)c1cccnc1Cl	-8%	-2.1%	-0.3%	11%	-1.5%	1%	35%	-6%	-2%
CCCN(Cc1cc2ccc(C)cc2[nH]c1=O)C(=O)c1cccnc1	.	-0.1%	-0.1%	9%	-2.6%	8%	35%	0%	2%
COC(=O)C1=C(O)/C(=C\c2cc(C)n(-c3ccccc3F)c2C)N=C1C	-33%	19%	0.1%	8%	-5.8%	-1%	7%	5%	-5%
CCN(CC)c1ccc(/C=N/OC(C)C(=O)Nc2ccc(C)cc2)cc1 (configuration not stated)	10%	0.4%	-0.4%	33%	-5.5%	-4%	5%	15%	9%
CCOc1ccc(-n2cc(C(=O)NCc3ccco3)c3cc(OC)c(OC)cc3c2=O)cc1	-15%	3.2%	-0.1%	25%	-1.2%	-1%	9%	0%	4%
COc1ccc(OC)c(NCc2nnc(-c3ccccc3)o2)c1	-28%	0.0%	-0.1%	9%	5.8%	7%	-71%[20 µM]	46%	-4%
COn1c(-c2ccccc2)c(C=O)c2ccccc21	-15%	-0.2%	-0.2%	1%	-4.9%	4%	-7%	4%	2%
COc1ccc(CCN2C(=O)C3C4CC(C5C(C(=O)N/N=C\c6ccc(Cl)cc6)=NOC45)C3C2=O)cc1OC (configuration not stated)	3%	-0.5%	-0.1%	14%	-1.8%	8%	-20%	9%	-1%
Cc1ccc(S(=O)(=O)Nc2n[nH]nc2C(=O)NC2CCCCC2)cc1	-28%	1.0%	1.3%	16%	1.4%	9%	-34%	1%	7%
COc1cc(NC(=O)c2ccc(Br)o2)c(C(=O)O)cc1OC	1%	1.4%	-0.1%	-3%	1.1%	9%	-18%	2%	-1%
CCOC(=O)c1ccc(NC(=S)N2CCN(C(=O)C3CCCO3)CC2)cc1 (configuration not stated)	-5%	-1.7%	-0.1%	17%	6.6%	6%	-8%	-48%	3%
CN(C)S(=O)(=O)Oc1ccccc1C(=O)Nc1ccc(F)cc1F	-11%	0.4%	-0.1%	-7%	6.4%	6%	-31%[20 µM]	-7%	1%
O=C(CCN1N=C(c2ccccc2)CCC1=O)NCCCN1CCOCC1	-45%	-0.5%	0.3%	-1%	-1.7%	9%	5%	17%	6%
CN(C)c1ccc(C=NCCC2(O)CCOC(C)(C)C2)cc1 (configuration not stated)	-14%	2.8%	0.5%	6%	0.1%	-3%	-8%	-2%	6%
O=C(NNC(=O)c1ccco1)Nc1ccccc1	-11%	-0.2%	0.4%	-10%	7.5%	-4%	-9%	19%	-1%
O=C(Cn1cnc2cc([N+](=O)[O-])ccc2c1=O)NC1CCS(=O)(=O)C1 (configuration not stated)	12%	-0.8%	-0.2%	-2%	2.8%	10%	-21%	23%	-10%
COc1ccccc1NC(=O)c1cc[n+]([O-])cc1	-31%	-0.1%	0.0%	14%	-0.2%	-8%	-39%[20 µM]	2%	7%
Cn1c(-c2nonc2N)nc2ccccc21	-8%	-1.4%	-0.1%	-1%	-4.0%	2%	-2%	-1%	12%
O=C(c1cnn2c(C(F)(F)F)cc(-c3cccs3)nc12)N1CCCC1	0%	0.1%	-0.1%	0%	-1.9%	-7%	6%	29%	1%
COc1ccc(CCN(Cc2cc3ccc(C)cc3[nH]c2=O)C(C)=O)cc1OC	1%	2.2%	1.3%	4%	0.2%	-3%	-4%	4%	5%
CN1CCc2c(sc3c2C(=O)NC(c2cccs2)N3)C1 (configuration not stated)	-12%	22%	-0.3%	10%	-3.9%	8%	-30%	1%	0%
CN1CCN(c2nnc(-c3cccs3)c3ccccc23)CC1	28%	-1.9%	0.5%	12%	-2.4%	-12%	22%	-6%	-5%
CCOC(=O)c1nnn(-c2nonc2N)c1CSc1ccccn1	-22%	-1.1%	-0.2%	-5%	4.5%	1%	-11%	1%	2%
Cc1nnc(C)n1/N=C/c1cc2ccccc2nc1Cl	-25%	0.0%	-0.2%	-1%	-6.0%	-11%	7%	16%	8%
COc1cc(NS(=O)(=O)c2ccc(NC(C)=O)cc2)ncn1	-3%	0.0%	-0.2%	-2%	2.1%	8%	32%	11%	4%
CCN1c2ccccc2-c2nc3ccccc3n2C1c1ccccn1 (configuration not stated)	-17%	1.7%	0.6%	-2%	1.1%	8%	-11%	7%	-2%
Cc1cccc(C)c1NC(=O)C1(NC(=O)C2CCC(=O)N2)CCCCC1 (configuration not stated)	-24%	-0.5%	-0.3%	13%	-1.0%	-6%	-7%	-2%	5%

Twelve of these compounds in a different format:
| Molecule | NOD1 NF-kB reporter | HIV peptide binding | GPR55 beta-arrestin | GPR55 antagonists | KOR beta-arrestin-1 | GPR35 arrestin U2OS | KOR beta-arrestin-2 | AID2073 | SIAH1 antagonists |
| --- | --- | --- | --- | --- | --- | --- | --- | --- | --- |
| O=C(Cn1cnc2cc([N+](=O)[O-])ccc2c1=O)NC1CCS(=O)(=O)C1 (configuration not stated) | 12% | -0.8% | -0.2% | -2% | 2.8% | 10% | -21% | 23% | -10% |
| COc1ccccc1NC(=O)c1cc[n+]([O-])cc1 | -31% | -0.1% | 0.0% | 14% | -0.2% | -8% | -39%[20 µM] | 2% | 7% |
| Cn1c(-c2nonc2N)nc2ccccc21 | -8% | -1.4% | -0.1% | -1% | -4.0% | 2% | -2% | -1% | 12% |
| O=C(c1cnn2c(C(F)(F)F)cc(-c3cccs3)nc12)N1CCCC1 | 0% | 0.1% | -0.1% | 0% | -1.9% | -7% | 6% | 29% | 1% |
| COc1ccc(CCN(Cc2cc3ccc(C)cc3[nH]c2=O)C(C)=O)cc1OC | 1% | 2.2% | 1.3% | 4% | 0.2% | -3% | -4% | 4% | 5% |
| CN1CCc2c(sc3c2C(=O)NC(c2cccs2)N3)C1 (configuration not stated) | -12% | 22% | -0.3% | 10% | -3.9% | 8% | -30% | 1% | 0% |
| CN1CCN(c2nnc(-c3cccs3)c3ccccc23)CC1 | 28% | -1.9% | 0.5% | 12% | -2.4% | -12% | 22% | -6% | -5% |
| CCOC(=O)c1nnn(-c2nonc2N)c1CSc1ccccn1 | -22% | -1.1% | -0.2% | -5% | 4.5% | 1% | -11% | 1% | 2% |
| Cc1nnc(C)n1/N=C/c1cc2ccccc2nc1Cl | -25% | 0.0% | -0.2% | -1% | -6.0% | -11% | 7% | 16% | 8% |
| COc1cc(NS(=O)(=O)c2ccc(NC(C)=O)cc2)ncn1 | -3% | 0.0% | -0.2% | -2% | 2.1% | 8% | 32% | 11% | 4% |
| CCN1c2ccccc2-c2nc3ccccc3n2C1c1ccccn1 (configuration not stated) | -17% | 1.7% | 0.6% | -2% | 1.1% | 8% | -11% | 7% | -2% |
| Cc1cccc(C)c1NC(=O)C1(NC(=O)C2CCC(=O)N2)CCCCC1 (configuration not stated) | -24% | -0.5% | -0.3% | 13% | -1.0% | -6% | -7% | -2% | 5% |

Screening results as filed in PubChem BioAssay.
